Screens (PubChem)
PGC1a acetyl inh = inhibitors of PGC1a acetylation signal, primary screen, cell-based, U2OS, AlphaScreen, inhibitor mode; inhibition, % at 15.6 µM; AlphaScreen anti-acetyl-lysine; with virally co-expressed GCN5 acetyltransferase; hit rate 0.17% among 350,000;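 active = every replicate shows inhibition of at least 40%; inconclusive = mean inhibition at least 40% but some replicate below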;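 note: 0% = neutral control wells and 100% = positive control wells; some results beyond the cut were filed as inactive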
ERAP1 inh = human ERAP1 aminopeptidase inhibitors, primary screen, biochemical, single point, plate reader | recombinant ERAP1, Leu-AMC fluorescence, 60 min | inhibition, % at 10.7 µM | hit rate 0.15% among 340,000;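 active = mean replicate inhibition of at least 30%, or all replicates individually reaching that 30% level; inactive = mean below 30% and not every replicate reaching it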;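 note: 0% = neutral control wells and 100% = L-leucinethiol positive control wells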
Target sequence (Q9NZ08 whole entry, looked up): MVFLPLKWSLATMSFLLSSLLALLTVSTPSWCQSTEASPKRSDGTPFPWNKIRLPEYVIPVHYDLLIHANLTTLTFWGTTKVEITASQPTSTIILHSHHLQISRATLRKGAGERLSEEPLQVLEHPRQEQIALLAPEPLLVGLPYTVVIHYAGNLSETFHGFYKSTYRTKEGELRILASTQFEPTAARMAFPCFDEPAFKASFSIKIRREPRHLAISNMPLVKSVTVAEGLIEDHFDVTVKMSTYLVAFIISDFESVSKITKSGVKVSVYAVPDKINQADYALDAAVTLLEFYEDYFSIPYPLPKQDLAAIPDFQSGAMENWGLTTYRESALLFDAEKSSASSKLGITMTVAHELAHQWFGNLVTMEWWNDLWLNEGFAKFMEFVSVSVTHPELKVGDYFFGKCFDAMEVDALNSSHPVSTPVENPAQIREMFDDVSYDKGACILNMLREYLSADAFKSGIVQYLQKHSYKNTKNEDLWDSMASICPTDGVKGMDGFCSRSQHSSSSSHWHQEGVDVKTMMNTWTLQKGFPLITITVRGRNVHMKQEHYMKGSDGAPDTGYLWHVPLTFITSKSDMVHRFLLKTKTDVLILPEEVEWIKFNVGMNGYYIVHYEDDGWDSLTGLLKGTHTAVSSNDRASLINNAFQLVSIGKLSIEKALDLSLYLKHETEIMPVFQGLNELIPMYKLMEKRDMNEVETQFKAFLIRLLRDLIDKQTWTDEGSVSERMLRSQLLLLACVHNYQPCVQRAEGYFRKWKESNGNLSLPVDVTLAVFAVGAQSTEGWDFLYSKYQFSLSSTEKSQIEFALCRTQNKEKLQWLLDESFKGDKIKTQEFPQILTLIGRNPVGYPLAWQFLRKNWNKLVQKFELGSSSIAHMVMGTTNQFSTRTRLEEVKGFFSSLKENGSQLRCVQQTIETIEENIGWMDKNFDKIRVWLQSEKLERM
RAD52 inh = RAD52 DNA annealing inhibitors, primary screen, biochemical, FRET, single point, set 2 | recombinant RAD52 DNA annealing, FRET fluorescence | inhibition, % at 18.7 µM | hit rate 0.46% among 360,000 | AID 651710, 2012;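 active = every replicate showing at least 50% inhibition; inconclusive = mean inhibition at least 50% but not in every replicate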
* hit, by the source's call; ? = inconclusive.

Compound,ERAP1 inh,PGC1a acetyl inh,RAD52 inh
C[C@H]1CCCCO[C@H](CN(C)C(=O)NC2CCCCC2)[C@@H](C)CN([C@@H](C)CO)C(=O)c2cc(NC(=O)Nc3ccc(F)cc3)ccc2O1,-1,6,15
CCCC(=O)Nc1nnc(SCC(=O)Nc2ccc3c(c2)OCCO3)s1,2,1,-7
COc1cc(S(=O)(=O)n2cnc(C)c2)ccc1Cl,-2,7,-5
CSc1ccccc1-c1n[nH]c(=S)o1,0,4,-6
CC(C)c1cn([C@H]2C[C@@H]3O[C@H](CO)CC[C@@H]3O[C@@H]2CCc2ccc(-c3ccccc3)cc2)nn1,6,-2,-5
CCN(C(=O)CN1CCN(Cc2ccccc2)CC1)c1c(N)n(Cc2ccccc2)c(=O)[nH]c1=O,0,-5,-16
CCC(=O)N[C@H]1C[C@@H]2O[C@H](CO)CC[C@@H]2O[C@@H]1CCc1ccc(-c2cccc(OC)c2)cc1,4,3,-9
COc1ccc(C(=O)NCC(=O)N2CCc3ccccc3C2)cc1,-1,1,-6
CCC(=O)NC(=S)Nc1ccc(N2CCOCC2)cc1,15,10,-6
COc1ccc(N=C2SC(CC(=O)Nc3ccccc3)C(=O)N2Cc2ccccn2)cc1 (stereo not drawn),0,-17,-11
O=C(Nc1ccno1)Nc1ccc(Cl)cc1Cl,-2,5,-26
CC(C)(C)C(=O)Nc1ccc(-c2csnn2)cc1,-1,2,-2

Further compounds:
Compound,ERAP1 inh,PGC1a acetyl inh,RAD52 inh
O=C(NC(=S)Nc1ccc(S(=O)(=O)Nc2ncccn2)cc1)c1cccc(Br)c1,1,5,-7
COc1ccc(-c2cc(=O)c(C(=O)c3ccc(C)cc3)n[nH]2)cc1,-1,1,-3
Cc1cc(C)cc(NC(=O)COc2ccc(C(=S)N3CCOCC3)cc2)c1,6,0,-15
Cc1ccc(C)n1-c1ccc(C(=O)/C=C/N(C)C)cc1,6,2,-350
CN(C)CCCN(C(=O)COc1ccccc1)c1nc2c(Cl)cccc2s1,-2,-13,30
Cc1ccc(S(=O)(=O)NC[C@@H]2CC[C@H]3[C@H](CN3Cc3cc(-c4ccccc4)on3)O2)cc1,0,-7,6
CC(C)CC(=O)NNC(=O)c1ccc(Cl)cc1,0,1,-9
N#Cc1cnn2c3c(cnc12)C(=O)N1CCc2ccccc2C1C3 (stereo not drawn),-59,-4,-14
COc1ccc(C(=O)Nc2ccc(S(=O)(=O)N3CCCC3)cc2)cc1,-1,-8,-12
Cc1cccc(N/C(N)=N/c2nc(C)c(Cc3ccccc3)c(=O)[nH]2)c1,-1,5,-8
CC(C)Nc1ccc(Nc2ccnc3cc4ccccc4cc23)cc1,-3,1,99*
Cc1c(NC(=O)C(C)OC(=O)CC2CC3CCC2C3)c(=O)n(-c2ccccc2)n1C (stereo not drawn),9,-15,-7

(further entries)
Compound,ERAP1 inh,PGC1a acetyl inh,RAD52 inh
Oc1ccc2ccccc2c1C=NCc1ccccc1,-2,-9,-4
O=C(O)COCC(=O)Nc1ccccc1-c1ccccc1,0,3,-9
c1ccc(CC2CCN(Cc3ccccn3)CC2)cc1,1,2,-14
NNC(=O)Cn1nc2n(c1=O)-c1ccccc1SC2,0,-3,-5
O=C(CCc1ccccc1)NNC(=O)c1ccccn1,3,10,-30
CC1CCC2(CC1)NC(=O)N(Cc1nnc(-c3cccs3)o1)C2=O (stereo not drawn),2,-5,-14
Cc1ccc(NC(=O)Cn2c(=O)oc3ccccc32)cc1,4,-12,9
Cc1ccccc1C(=O)NC(CC(C)C)C(=O)OCC(=O)c1c(N)n(C)c(=O)n(C)c1=O (stereo not drawn),-1,5,-4
CCN(CC)S(=O)(=O)c1cccc(NC(=O)c2ccc(Br)cc2)c1,-1,-3,-17
CCOc1ccc(NC(=S)NCc2ccco2)cc1,-2,3,-5
CN(CCOC(=O)c1cccc(F)c1)Cc1ccccc1,-5,8,-13
CNC(=O)COC(=O)c1ccc(OCC(=O)Nc2ccccc2OC)c(OC)c1,-2,-2,-31

The listing continues:
Compound,ERAP1 inh,PGC1a acetyl inh,RAD52 inh
O=C(c1ccc(Cl)cc1)c1c[nH]c(C(=O)NNc2cccc(Cl)n2)c1,2,4,1
C/C(=N\NC(=O)c1cccc(S(=O)(=O)N2CCCC2)c1)c1cccs1,-16,-8,4
Cc1ccccc1/C=N/NC(=O)Cc1ccc(Cl)cc1,-1,-9,-4
CC1(C)CC(=O)C(C(N)=NC(=O)c2ccccc2)=C(O)C1,0,-1,-8
CCOc1ccc(C(=O)c2ccc([N+](=O)[O-])cc2Cl)cc1,0,3,0
Cc1ccc(/C=C(\C#N)C(=O)NCCN2CCOCC2)cc1,0,2,-14
Cc1cc(C(=O)NCCCN(C)C)c2ccccc2n1,-3,-3,-2
Cc1ccc(C)c(C(=O)CSc2nnc(C)s2)c1,1,6,-6
O=C(CCN1C(=O)c2cccc([N+](=O)[O-])c2C1=O)Nc1nccs1,5,-6,-8
COc1ccc(OC)c(Nc2ccc(C(=O)O)cc2[N+](=O)[O-])c1,1,?,0
CCOC(=O)COc1ccc(S(=O)(=O)N2CCN(c3ccc(OC)cc3)CC2)cc1,0,6,5
Cc1ccc(OCC(=O)N2N=C(c3ccc(Cl)cc3)CC2c2ccco2)c([N+](=O)[O-])n1 (stereo not drawn),-3,7,-28

The list goes on:
Compound,ERAP1 inh,PGC1a acetyl inh,RAD52 inh
CN1/C(=C\C(=O)C[n+]2ccc(C(=O)c3ccccc3)cc2)C(C)(C)c2ccccc21,5,4,-1
C[C@H](CO)N1C[C@H](C)[C@@H](CN(C)S(=O)(=O)c2cccs2)Oc2ccc(NS(=O)(=O)c3cccs3)cc2C1=O,-1,5,-2
CC(C)CC1CC(C)(c2csc(NNC(=O)c3ccccc3)n2)OC1=O (stereo not drawn),7,0,-1
CCOc1ccc(C(=O)NC(=S)Nc2cccnc2)cc1[N+](=O)[O-],-3,2,-3
C=CC(=O)NN(C)c1ncc(C(F)(F)F)cc1Cl,1,-31,-4
O=C(COc1ccc(S(=O)(=O)N2CCOCC2)cc1)N1CCCCCC1,-1,2,-22
CCOC(=O)NC(=O)/C(C#N)=N\Nc1cccc(OC)c1,2,11,-20
Cn1cc(CN2CCCC(C(=O)c3cc(F)ccc3F)C2)c2ccccc21 (stereo not drawn),-1,-6,-16
CC(C)(CO)NC(=O)C12CC3CC(CC(Br)(C3)C1)C2,0,-5,-4
Cc1ccc2c(c1)C1CN(C)CCC1N2C(=O)COc1ccc(N(C)C(=O)C(C)(C)C)cc1 (stereo not drawn),-13,0,2
NC(=O)NOCc1ccc(Cl)cc1Cl,-8,-6,11
COc1ccc(CSc2nnc(C)n2N)cc1[N+](=O)[O-],-8,5,10

Next section
Compound,ERAP1 inh,PGC1a acetyl inh,RAD52 inh
COCCCNC(=S)Nc1cc(C)c(C)cc1C,-2,75*,0
CC(C)C(=O)NC(=S)Nc1ccccc1C(=O)Nc1ccccc1,2,3,-20
Cc1ccnn1Cc1cc(C(=O)O)c2ccccc2n1,5,3,-31
COCCCn1c(SCC(=O)Nc2ccc(C)cc2)nc2ccccc2c1=O,-1,-4,-15
Cc1c(NC(=O)Cc2cccs2)cccc1[N+](=O)[O-],6,8,-15
NC(=O)NOCc1c(Cl)cccc1Cl,2,-2,-4
Cc1ccc(S(=O)(=O)Nc2ccc3c(c2)C(=O)N([C@@H](C)CO)C[C@H](C)[C@H](CN(C)C(=O)Nc2c(C)noc2C)OCCCC[C@@H](C)O3)cc1,-1,5,-6
O=C(O)c1ccc(CSc2nnc(COc3ccccc3)o2)cc1,-4,2,-20
O=C(NC(=S)N1CCOCC1)c1cc2ccccc2o1,-3,-10,-1
COc1ccccc1N(C)S(=O)(=O)c1ccc(Cl)c(C(=O)OCc2c(C)noc2C)c1,9,-13,4
O=C(O)C(Cc1c[nH]c2ccccc12)N1C(=O)C2C3c4ccccc4C(c4ccccc43)C2C1=O (stereo not drawn),5,-2,-15
CN(Cc1cccs1)C(=O)/C=C/c1ccccc1[N+](=O)[O-],-2,-5,4

Structural class, the compounds so far containing a thiophene ring, fused or not.
Compound,ERAP1 inh,PGC1a acetyl inh,RAD52 inh
CC1CCC2(CC1)NC(=O)N(Cc1nnc(-c3cccs3)o1)C2=O (stereo not drawn),2,-5,-14
C/C(=N\NC(=O)c1cccc(S(=O)(=O)N2CCCC2)c1)c1cccs1,-16,-8,4
C[C@H](CO)N1C[C@H](C)[C@@H](CN(C)S(=O)(=O)c2cccs2)Oc2ccc(NS(=O)(=O)c3cccs3)cc2C1=O,-1,5,-2
Cc1c(NC(=O)Cc2cccs2)cccc1[N+](=O)[O-],6,8,-15
CN(Cc1cccs1)C(=O)/C=C/c1ccccc1[N+](=O)[O-],-2,-5,4

Returning to the listing, starting 2 compounds before the break.
Compound,ERAP1 inh,PGC1a acetyl inh,RAD52 inh
O=C(O)C(Cc1c[nH]c2ccccc12)N1C(=O)C2C3c4ccccc4C(c4ccccc43)C2C1=O (stereo not drawn),5,-2,-15
CN(Cc1cccs1)C(=O)/C=C/c1ccccc1[N+](=O)[O-],-2,-5,4
CCn1c(O)c(N=NC(=O)CNC(=O)/C=C/c2ccco2)c2ccccc21,-3,1,-4
CCC(=O)NCc1c(C)c(C)n(Cc2ccccc2)c1-n1cccc1,1,?,-9
COc1ccc(C2CC(c3ccccc3)=NN2C(=O)COC(=O)C2CC2)cc1 (stereo not drawn),1,-1,-9
O=C(O)CCCN=CC1=C(O)CNC1=O,5,-3,-18
Nc1ncnc(Oc2cccc3cccnc23)c1[N+](=O)[O-],5,9,-6
O=C(NCCc1c[nH]c2ccccc12)/C(=C/c1cccnc1)NC(=O)c1cccs1,-6,-6,-23
O=C(COC(=O)C1(c2ccccc2F)CCCC1)NCc1cccs1,-2,-9,-5
Cc1ccc(-c2cc(C(F)F)n3ncc(C(=O)N4CCCCC4c4cccnc4)c3n2)cc1 (stereo not drawn),6,13,-15
O=C(COC(=O)c1ccc(Cl)cc1O)NC(=O)C1CCCCC1,1,-4,-15
CCOc1ccc(C2CC(c3c(O)c4ccccc4oc3=O)=NN2c2ccccc2)cc1OC (stereo not drawn),-2,19,-163
CC(C)c1onc(C(=O)NCc2cccs2)c1[N+](=O)[O-],-1,11,-12
Nc1n[nH]c(C2CCCCC2)n1,1,-2,-8

Following part
Compound,ERAP1 inh,PGC1a acetyl inh,RAD52 inh
CCCC#Cc1ccc(CC[C@H]2O[C@H]3CC[C@H](CO)O[C@H]3C[C@H]2n2cc(C(C)(C)O)nn2)cc1,-2,9,-6
CCCC(=O)Nc1ccc(C(=O)NNC(=O)COc2ccc(Br)c(C)c2)cc1,-1,-1,-5
CCOC(=O)c1ccc(NC(=O)c2ccc(OC(C)C)c(OC)c2)cc1,1,0,-9
O=C(NC1CCCC1)C1CCN(C(=O)c2ccc(-c3ccccc3)cc2)CC1,1,-18,-25
O=C(Cc1cccs1)N1CCN=C1SCc1ccccc1Cl,-1,3,-46
CCOC(=O)CC(NC(=O)c1ccccc1F)c1ccc(C)cc1 (stereo not drawn),-3,0,-22
O=c1c2cn[nH]c2nc(SCc2ccccc2F)n1-c1ccc(Br)cc1,12,-7,-11
O=C(CCN1CCN(CCO)CC1)Nc1ccc(Br)cc1,1,-1,-11
Cc1ccc(C)c2sc(N)nc12,1,2,-3
COc1ccccc1/C=N/N1C(=O)C2C3C=CC(CC3)C2C1=O (stereo not drawn),-2,3,-2
CC(C)c1ccc(NC(=S)Nc2ccc(OC(F)(F)F)cc2)cc1,-3,-19,-16
Cc1ccc(N(C(=O)c2cnccn2)C(C(=O)NC2CCCCC2)c2ccc(O)cc2)cc1 (stereo not drawn),-5,-1,-12

Continuation:
Compound,ERAP1 inh,PGC1a acetyl inh,RAD52 inh
O=C(Cc1ccccc1)NCC(=O)N/N=C/c1ccc(Cl)cc1,-1,3,5
Cc1csc(NC(=O)c2ccc(S(C)(=O)=O)cc2)n1,-2,-2,-8
COc1cc(N/C=C2\CC(=O)NC(C)=C2C#N)cc(OC)c1OC,7,1,-8
Cc1ccc(NC(=O)Nc2cccc([N+](=O)[O-])c2)nc1,7,-7,-5
CCOC(=O)c1nc(NNC(C)=O)sc1C,1,3,-14
O=C(NCCO)/C(=C\c1ccco1)NC(=O)c1cccs1,-1,-8,-18
CCOc1ccc(CN(C)C(=O)c2cc(S(=O)(=O)N3CCCC3)ccc2C)cc1,-6,4,6
Cn1c(C2=C(O)CN(Cc3ccccc3)C2=N)nc2ccccc21,-2,-5,-5
COc1cc(OC)cc(C(=O)Nc2ccc(S(=O)(=O)Nc3nc(C)cc(C)n3)cc2)c1,1,9,-16
CC1Cc2ccccc2N1C(=O)CSc1nccc(=O)[nH]1 (stereo not drawn),1,-4,0
CC(=O)N[C@H]1C[C@@H]2O[C@H](CO)CC[C@@H]2O[C@@H]1CCc1ccc(-c2ccc(F)cc2)cc1,4,1,-17
O=C1c2ccccc2C(=O)N1OCc1ccccc1[N+](=O)[O-],-2,-5,2

The listing continues.
Compound,ERAP1 inh,PGC1a acetyl inh,RAD52 inh
CCCCCC(=O)NNC1=NCC(Cc2ccccc2)S1 (stereo not drawn),0,-4,-6
O=C1CN(S(=O)(=O)Cc2ccccc2)C[C@@H]2[C@@H](c3ccc(C#CC4CC4)cc3)[C@@H](CO)N12,1,-21,-11
O=[N+]([O-])c1ccccc1/C=C/C=N/n1c(-c2cc(-c3ccccc3)n[nH]2)n[nH]c1=S,0,6,-9
NS(=O)(=O)c1ccc(NC(=O)/C=C/c2ccc3c(c2)OCO3)cc1,-1,5,-12

Some of the compounds tested; count on the stated rates, not on these rows.
